IkB sig inh – inhibitors of IkB signaling in ABC-DLBCL cells; ABC-DLBCL IkBa-CBG/CBR dual luciferase ratio, 4 h; response scale: scaled: untreated 0%, proteasome inhibitor 100%; Potency, µM (doses to about 57.1 µM), for inactives: top-dose IkBa stabilization activation; hit rate 0.04% among 110,000; active means well fitted curve in the direction sought with a large enough effect in the signal ratio, not every such curve was filed as active; inconclusive means small, poorly fitted or top-dose-only effect, or a change in a side signal; the % refers to the signal ratio;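 further: the direction sought is a rising ratio; 0% = basal untreated cells and 100% = reference inhibitor full response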
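Curves were fitted separately to fusion (green), unfused (red) and ratio luminescence, then classed by r2, magnitude and activity. Cells: OCI-Ly3, 4 h compound plus doxycycline at 37C; 10 uM MG-132 defined full response.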
p53ts 39C tox – p53ts cell cytotoxicity, nonpermissive temperature | H1299-p53A138V viability at 39C, ATP luminescence, 24 h | Potency, µM (series often up to 46.1 µM), without a hit: top-dose activity change, negative = cell killing, most hits filed as cytotoxic | hit rate 1.5% among 130,000; further: nearly all actives have a fitted effect of over 55% in size
p53ts 32C tox – cytotoxicity in p53ts cells at permissive temperature | H1299-p53A138V at 32C, ATP luminescence viability, 24 h | Potency, µM (titrated, usually from 46.1 µM), for the others: top-dose activity change, negative = cytotoxicity, most hits filed as cytotoxic | hit rate 0.93% among 130,000;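 further: 0% = DMSO and -100% = full killing by reference compound; nearly all actives have a fitted effect of over 55% in size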
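Viability by ATPlite luminescence after 24 h compound treatment (up to 46 uM) at the permissive 32C. Cells are H1299 carrying p53 A138V. Scale runs from DMSO basal to 100 uM tamoxifen as full kill; AC50 from Hill fits.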
Imprint erasure – inducers of genomic imprint erasure in mouse ES cells. Potency, µM (top dose mostly 60.7 µM), without a hit: top-dose activity change, positive = activation, actives largely listed as activators. mouse ES Peg3-LacZ reporter, beta-gal luminescence, 40 h. hit rate 0.02% among 110,000;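 further: 0% = negative control wells on the plate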
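Imprint erasure is scored as LacZ activity from the silenced maternal Peg3 allele in feeder-free female ES cells cultured 40 h with LIF. Luminescence is normalized to in-plate negative controls and fitted to the Hill equation.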
Numbers without * were called inactive; ? = inconclusive; · = not tested or not shown; & = joins results of further samples; [ ] = remark or other dose. Unless noted, the call rests on the fitted dose curve; in most records, active means well fitted curve in the direction sought with a large enough effect; inconclusive means small, poorly fitted or top-dose-only effect, or another doubt; inactive means no such curve, though single readings can be large; an effect the other way counts as inactive or inconclusive. Unless noted, on the % scale 0 is the no-effect control and ±100 the full control effect; potency means the concentration at half of the fitted maximal effect. The list is partial. The share of hits here may be higher or lower than overall.

smiles,Imprint erasure,p53ts 39C tox,IkB sig inh,p53ts 32C tox
Nc1nc(N)c(Cn2ccnc2)c(=O)[nH]1,-18%[10.9 µM],1%[9.22 µM],-0.7%[11.4 µM],6%[9.22 µM]
O=C1C2CCN(CC2)C1(CO)CO,-19%[10.9 µM],-30%[9.22 µM],?,-1%[9.22 µM]
CCC1/C=C/C=CCC(C)C(O)[C@@](C)(O)C(=O)C(C)C(O)C(C)C(=O)C(C)C(O)C(C)C=CC(=O)O[C@H]2C(C)C(CC1)O[C@]1(CCC(C)C(CC(C)O)O1)C2C (stereo partly drawn),-33%,-11%,·,-14%
Cc1ccc2nc(N3CCC(C(=O)N4CCC5(CC4)OCCO5)CC3)sc2c1,·,-18%,·,-14%
CCn1c(O)c(C=NCCc2c[nH]c3ccccc23)c(=O)[nH]c1=O,-4%,4%,-0.7%,8%
CCOC(=O)C1CCCCC12C(C#N)=C(N)Oc1n[nH]c(C)c12 (stereo not drawn),-5%,-2%,2.2%,-5%
CC1=[N+]([O-])C2(N)CCc3nonc3C2(O)C1 (stereo not drawn),-12%,-5%,0.3%,6%
C(=C/c1ccccc1)/CN1CCN(CCOC(c2ccccc2)c2ccccc2)CC1,-19%,32µM*,?,-19%
c1ccc2c(c1)sc1ccccc12,2%,3%,·,4%
CCN(CC)C(=O)c1ccc(NC(=O)Cn2nc(C)c3ccccc3c2=O)cc1,-21%,2%,-1.9%,2%
CC(C)C(=O)CP(=O)(O)O,-2%[10.9 µM],-2%[9.22 µM],-0.6%[11.4 µM],1%[9.22 µM]
CCNC(=O)[C@@H]1O[C@@H](n2cnc3c(N)ncnc32)[C@@H](O)[C@H]1O,·,-6%,?,15%
COc1ccc(C(=O)c2c(C)n(CCN3CCOCC3)c3cc(I)ccc23)cc1,-9%,28%,?,41%[activator]
CCCCCCOc1ccc(CN2CCN(CCO)CC2)cc1,-19%,?,0.5%,-29%
COc1ccc2[nH]cc(CCN)c2c1,-18%&-47%,6%&19%,-0.1%,8%&18%
CC12CN3CC(C)(CN(C1)C3c1ccncc1)C2=O (stereo not drawn),-3%,-3%,-2.2%,-20%
Cc1ccccc1N,1%&4%,-12%&2%,1.2%&0.4%,1%&7%[1.84 µM]
NC(=NCc1ccc(Cl)cc1)SCCCc1cnc[nH]1,-19%,?,0.4%,-19%
CC(=O)O[C@H]1CC[C@@]2(C)C(=CC[C@@H]3[C@H]2CC[C@]2(C)C(=O)CC[C@H]32)C1,-9%[16.8 µM],9%[20.6 µM],3.1%[25.6 µM],0%[20.6 µM]
CCCCn1c(O)c(C(CC)=Nc2ccc(C(=O)O)cc2)c(=O)[nH]c1=O,5%,1%,6.1%,5%
C=CCOC(C)=O,-3%,-4%,2.0%,0%[1.84 µM]
COCCOC(=O)c1c(C)oc2ccc(OC(=O)N(C)C)cc12,2%,-5%,-2.6%,8%
CC(=O)N1CN2CN(C(C)=O)CC(C(=O)c3ccccc3)(C2)C1,-8%,2%,1.1%,0%
O=C(c1cc2cc3ccc(Cl)cc3nc2o1)N1CCC2(CC1)OCCO2,-8%,-19%,-1.9%,-12%
COc1cc2c(cc1OC)[C@@]13CCN4CC5=CCOC6CC(=O)N2C1[C@H]6[C@@H]5C[C@@H]43 (stereo partly drawn),-12%,-5%,·,2%
O=C(Oc1ccc([N+](=O)[O-])cc1)N1CCC(N2CCCCC2)CC1,-9%,4%,·,-1%
CN1CCCC2(CCN(C(=O)c3csnn3)CC2)C1,·,2%,0.5%[11.4 µM],9%
Cc1sc2c(c1C)C(c1cccs1)=NCC(=O)N2CC(=O)NCc1cccs1,-10%,6%,-0.4%,7%
O=C(Cn1c(=O)oc2cc(S(=O)(=O)N3CCCCCC3)ccc21)NCc1ccccc1Cl,-23%[10.9 µM],23%,-1.8%,32%[activator]
COc1cc(C(=O)OC2C[C@H]3CC[C@@H](C2)N3C)ccc1O (stereo partly drawn),-8%[16.8 µM],2%[20.6 µM],-0.3%[25.6 µM],-2%[20.6 µM]
O=c1cccc2n1CC1CC2CN(CCO)C1 (stereo not drawn),-3%,-6%,·,-4%
CC(C)(Cc1c[nH]c2ccc(Cl)cc12)NCCOc1ccccc1OCC1CC1,-25%,25µM*,?,?
Cc1ccc2oc(-c3ccccc3)cc(=O)c2c1,-54%[inhibitor],?,·,?
CCCCn1c(NC(=O)c2ccco2)c(C(=O)OCC)c2nc3ccccc3nc21,-22%,-2%,3.6%,5%
COc1ccc(CNC(=O)Cn2c(SCC(=O)Nc3ccc(C)c(C)c3)nc3ccccc32)cc1,-11%[10.9 µM],?,-0.1%,?
C(#CCN1CCCC1)CN1CCCC1,0%[16.8 µM],2%[20.6 µM],0.9%[25.6 µM],-9%[20.6 µM]
CC(C)=CCSc1nnc([C@@H](N)Cc2c[nH]c3ccccc23)o1,-15%,-6%,2.1%,4%
CC(=O)c1cccc(OCC(O)CN2CC=C(c3ccccc3)CC2)c1 (stereo not drawn),-15%,-12%,1.4%,2%
C=CCN1CC[C@]23c4c5ccc(O)c4O[C@@H]2/C(=N/NC(=O)c2ccccc2)CC[C@@]3(O)[C@H]1C5,·,12%,?,-9%
C#CCN[C@@H](C)Cc1ccccc1,·,11%,-0.7%,-1%
C=C1N2CCC(CC2)C1(O)c1ccccc1C (stereo not drawn),-14%,-6%,1.8%,-1%
C[C@H]1CCC[C@H](O)CCCCCc2cc(O)cc(O)c2C(=O)O1,11%&-13%,7%&56%,?,23%
CC(C)NC(=O)N1CC[C@@]2(CCCNC2)C1,·,11%,2.4%[11.4 µM],2%
CN(C)c1nc(OCCNC(=O)COc2ccc(Cl)cc2Cl)nc(N2CCCCC2)n1,-11%,-10%,2.7%,6%
O=[As](O)(O)c1ccc(N=Nc2ccc(O)cc2)cc1,-7%[10.9 µM],5%[9.22 µM],-1.1%[11.4 µM],-1%[9.22 µM]
O=C(Nc1cccc(F)c1)N1CC2(CCNCC2)C1,·,1%,3.9%[11.4 µM],6%
CN(C)C(=O)Nc1cccc(C(F)(F)F)c1,0%,4%,-1.2%,?
Cc1ccc(S(=O)(=O)N2CCCC(C(=O)N3CCC4(CC3)OCCO4)C2)cc1 (stereo not drawn),-9%,1%,2.4%,-6%
Cc1c2cnn(CC(=O)N3CCC4(CC3)OCCO4)c(=O)c2c(C)n1Cc1ccc(F)cc1,·,-8%,·,-4%

Screening data from PubChem BioAssay.
